Screening results: PubChem, several laboratories
PPARg SRC-1 ag: PPARgamma-driven SRC-1 recruitment agonism; P37231; PPARgamma-SRC-1 coactivator recruitment biochemical assay; activation, % at 8 µM; actives 0.41% (n = 200,000); AID 631; in the data active = activation above about 19%;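 also: 0% = DMSO and 100% = reference agonist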
Target sequence (P37231 whole entry, looked up): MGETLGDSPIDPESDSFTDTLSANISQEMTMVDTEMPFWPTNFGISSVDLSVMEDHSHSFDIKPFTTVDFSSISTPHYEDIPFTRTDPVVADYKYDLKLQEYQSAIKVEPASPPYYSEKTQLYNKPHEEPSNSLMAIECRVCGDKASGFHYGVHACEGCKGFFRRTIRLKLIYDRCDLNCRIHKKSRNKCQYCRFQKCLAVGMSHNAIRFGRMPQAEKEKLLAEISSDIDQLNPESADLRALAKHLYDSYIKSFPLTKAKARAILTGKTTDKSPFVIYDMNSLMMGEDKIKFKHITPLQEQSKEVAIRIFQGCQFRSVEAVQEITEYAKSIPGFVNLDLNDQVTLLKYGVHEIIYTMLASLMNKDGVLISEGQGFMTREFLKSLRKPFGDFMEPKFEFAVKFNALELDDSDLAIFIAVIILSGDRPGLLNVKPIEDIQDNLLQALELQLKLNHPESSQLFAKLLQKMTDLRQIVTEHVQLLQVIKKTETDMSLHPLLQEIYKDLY
PPARg SRC3 recr: promotes SRC-3 coactivator recruitment by human PPARgamma | biochemical PPARgamma/SRC-3 coactivator recruitment assay | activation, % at 8 µM | actives 0.26% (n = 200,000) | AID 731; in the data active = activation above about 23%;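 also: 0% = DMSO and 100% = reference agonist; some compounds past the cut are filed as inactive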
RAM inhibit: yeast RAM network inhibition | S. cerevisiae dse1pr::URA3 reporter, 5-FOA growth OD615, 2 d; analog-sensitive cbk1-as2 kinase mutant strain | inhibition, % at 50 µM | actives 1.8% (n = 190,000);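 active = inhibition above a set limit, 3 SD over mean compound inhibition, cut at about 8.4% in these data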;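 also: 0% = DMSO-only wells with no growth and 100% = 10 µM 1-NA-PP1 full growth; inhibition rescues growth on 5-FOA so higher OD means more RAM inhibition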
HMGR II inh: blocks class II HMG-CoA reductase of Enterococcus faecalis | purified E. faecalis HMGR, NADPH absorbance 340 nm kinetic | inhibition, % at 10 µM | actives 0.41% (n = 190,000) | AID 1066;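 active = inhibition above a set limit, the median over all tested compounds plus 3 SD, cut at about 9.5% in these data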;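 also: enzyme runs in reverse so mevalonate oxidation gives rising NADPH absorbance; 0% = complete reaction with DMSO and 100% = background rate lacking mevalonate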
PPARg SRC2 recr: agonists of SRC-2 recruitment by human PPARgamma | P37231 | PPARgamma LBD-SRC-2 recruitment, biochemical | activation, % at 8 µM | actives 0.34% (n = 200,000); in the data active = activation above about 22%;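 also: 0% = vehicle and 100% = reference agonist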
Redox H2O2 prof: compounds producing H2O2 with reducing agent – biochemical, NIH compound library profiling, artefact control for MLSCN library redox annotation, primary screen; activation, % at 10 µM; actives 0.03% (n = 200,000); DTT-dependent redox cycling H2O2, phenol red/HRP absorbance; 100% = 100 µM peroxide control, 0% = buffer;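 active = activation of at least 50% relative to the plate's high and low controls in the primary single-dose screen; inactive = activation below 50%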;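 also: compound incubated with DTT at 0.8 mM final as the reducing agent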
L major viab: reduces viability of Leishmania major promastigotes; actives 9% (n = 200,000); resazurin fluorescence viability; AID 1063; inhibition, % at 10 µM; in the data active = inhibition above about 50%;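 also: promastigotes grown with compound for 44 hours at 28 °C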
ROMK primary: modulators of human ROMK potassium channel | P48048 | Tet-inducible ROMK, thallium flux fluorescence; actives lie on both sides | B-score at 10 µM | actives 2% (n = 130,000);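 active = signal ratio slope over the read window, or its plate-corrected B-score, at least 3 SD from the plate mean, either direction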;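 also: B-score of the F/F0 ratio slope over 7 to 12 s after thallium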
bIAP inh: blocks bovine intestinal alkaline phosphatase activity | purified bovine IAP, CDP-star luminescence, 30 min | inhibition, % at 20 µM | 190,000 tested, under 10 active | AID 1019;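 active = over 50% inhibition of intestinal alkaline phosphatase at 20 µM in the single-dose screen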
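test system = bovine IAP enzyme | medium = DEA buffer 100 mM, pH 9.8, with MgCl2 1.0 mM, ZnCl2 0.02 mM | detection = luminescence | dosing = single compound dose of 20 µM, 2% DMSO final | incubation = 30 min reaction at room temperature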
S1P3 antagonist: blocks the human S1P3 receptor. inhibition, % at 4.98 µM. actives 0.27% (n = 170,000). AID 485. Q99500. CHO S1P3 NFAT-BLA reporter, FRET fluorescence, antagonist mode;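 active = inhibition above the plate cutoff, the mean inhibition of test wells on that plate plus 3 SD, cut at about 28% in these data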;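 also: cells challenged with S1P at its EC80 of 0.8 µM; blue over green emission ratio from cleaved BLA substrate after 4 h stimulation; 0% = S1P-stimulated wells and 100% = unstimulated DMSO-only wells; some compounds past the cut are filed as inactive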
Target sequence (Q99500 whole entry, looked up): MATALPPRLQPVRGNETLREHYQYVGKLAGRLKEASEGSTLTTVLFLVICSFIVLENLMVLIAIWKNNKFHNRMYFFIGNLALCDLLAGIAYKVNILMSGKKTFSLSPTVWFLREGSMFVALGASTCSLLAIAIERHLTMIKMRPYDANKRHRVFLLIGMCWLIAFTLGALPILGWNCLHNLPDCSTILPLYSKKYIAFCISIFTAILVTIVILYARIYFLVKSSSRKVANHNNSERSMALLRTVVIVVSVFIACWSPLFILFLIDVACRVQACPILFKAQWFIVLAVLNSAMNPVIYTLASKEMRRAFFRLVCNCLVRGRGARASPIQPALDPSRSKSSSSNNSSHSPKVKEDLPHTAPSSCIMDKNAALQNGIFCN
SRC2 TRFRET art: counter-screen for PPARgamma SRC-2 recruitment agonists: TR-FRET artefact; actives 0.4% (n = 200,000); active compounds read high; TR-FRET ratio at 8 µM; in the data active = TR-FRET ratio above about 2000; also: inactives centre near 1500
Numbers without * were called inactive; . = no result given.

The line under a structure holds: PPARg SRC-1 ag	PPARg SRC3 recr	RAM inhibit	HMGR II inh	PPARg SRC2 recr	Redox H2O2 prof	L major viab	ROMK primary	bIAP inh	S1P3 antagonist	SRC2 TRFRET art
C#CCOCCOCCOCCNc1nc(N2CCN(C(=O)[C@H]([C@@H](C)CC)n3cc([C@@H](N)Cc4ccc(O)cc4)nn3)CC2)nc(N2CCN(C(=O)[C@H](Cc3ccc(O)cc3)n3cc([C@@H](N)CC(C)C)nn3)CC2)n1
  5	2	0.0	-1	11	-0.9	-6	.	-23	-13	1748
Cc1ccc2c(c1)c(C)c(C)n2CC(O)Cn1nnc2ccccc21 (stereo not drawn)
  -8	-11	3.1	-1	-5	0.0	9	-0.31	-8	.	1490
COc1ccc(Cl)cc1NC(=O)CCNC(=O)OCc1ccccc1
  -10	0	-0.1	-3	-3	-0.5	-2	-0.49	-29	-4	1438
COC(/C=C/Nc1ccc(C)c(C)c1)=C(C#N)C#N
  -1	7	0.9	1	0	1.5	-5	.	8	.	1654
O=C(NCCc1ccccc1)N1c2ccccc2Sc2ccccc21
  -2	3	9.8*	1	-4	1.4	14	1.8*	10	.	1218
NC(=O)Cn1nnc(-c2ccc(C(F)(F)F)cc2)n1
  -6	-3	1.8	-10	0	3.2	-1	.	2	5	1326
CCOC(=O)C(NC(=O)NCc1ccc(F)cc1)(OCC)C(F)(F)F (stereo not drawn)
  7	-1	2.4	0	0	-0.3	-3	.	-2	8	1443
CCOC(=O)C1C(=O)CC(C)(O)C(C(=O)OCC)C1c1ccc(OCC)cc1 (stereo not drawn)
  -4	-8	1.9	-2	-3	1.4	0	.	-7	8	1586
NNC(=O)CNC(c1ccccc1)c1cc(Br)ccc1NC(=O)c1ccccc1Br (stereo not drawn)
  3	11	-0.3	-2	1	1.5	0	.	-12	.	1438
COc1ccc2nc(-c3ccc(N)cc3)[nH]c2c1
  10	16	0.0	-2	8	0.0	0	0.92	-19	.	1669
Cc1ccc(-c2cc(C(F)F)nc(NCC3CCCO3)n2)cc1 (stereo not drawn)
  9	7	0.9	0	1	4.9	64*	0.26	8	.	1513
CCN1CCN(S(=O)(=O)c2ccc(Br)s2)CC1
  0	-2	1.5	1	7	0.7	-5	.	10	-1	1367
c1ccc(-c2cnc(CSc3ncnc4sccc34)o2)cc1
  2	0	3.5	-10	-5	0.2	-5	.	31	-20	1503
COc1ccc(NC(=O)CN2CCN(CC(=O)Nc3ccccc3Cl)CC2)cc1Cl
  -3	-4	0.9	-2	2	0.0	13	-0.32	-4	-29	1552
Cc1noc(C)c1S(=O)(=O)NC1CCCc2ccccc21 (stereo not drawn)
  1	-5	4.0	3	3	-1.0	2	.	5	-11	1649
Cc1ccc(NC(=O)CC(O)(C(F)(F)F)C(F)(F)F)cc1
  7	4	1.1	-7	4	0.7	-4	.	6	.	1540
O=C(NCc1ccccn1)c1cc(Br)ccc1Cl
  9	6	0.2	-2	6	-0.4	18	-0.066	-6	1	1716
CSc1ccccc1N=Cc1nc(-c2ccccc2)oc1O
  4	1	6.0	-4	8	0.6	-2	.	13	15	1592
COc1ccc(C2CC(c3ccccc3)=NN2C(=O)COC(=O)c2cccc(S(=O)(=O)N3CCOCC3)c2)cc1 (stereo not drawn)
  12	8	5.4	1	16	0.4	49	0.54	-19	8	2061*
Cc1cc2nc(SCC(=O)Nc3nonc3C)c3c(c2cc1C)CCCC3
  3	-2	7.7	4	-1	0.9	-3	0.12	-2	.	1783
CCOC(=O)/C(C#N)=C(/C)c1ccc(OC)cc1
  -7	-4	-0.8	-1	-3	2.5	2	.	14	24	1469
OCCNc1nc2ccccc2n1CCN1CCCCC1
  2	11	-0.8	-6	14	0.5	-5	-0.26	-5	.	1544
O=[N+]([O-])c1ccc(C(=S)N2CCCC2)cc1
  -10	-1	1.2	-1	3	0.2	20	-0.027	1	-15	1361
CCOc1cc(C(=O)NC(C)Cc2cccs2)cc(OCC)c1OCC (stereo not drawn)
  10	9	3.0	-3	4	-0.1	-7	-0.55	3	-9	1568
C=C(C)C1CC=C(C)/C(=N/NC(=O)COc2ccccc2C)C1 (stereo not drawn)
  10	3	3.1	2	0	-0.1	4	-0.086	22	-9	1644
Cc1cc(S(=O)(=O)NCC(C)C)ccc1OCC(=O)NCc1ccccn1
  1	6	2.2	-6	3	-2.5	-7	.	5	5	1621
O=C(COc1ccccc1)N1CCN(C(=O)c2ccco2)CC1
  5	10	1.4	-2	4	1.4	-5	.	2	.	1481
Cc1ccc(S(=O)(=O)NCCC(c2ccccc2)c2ccccc2)cc1C(=O)O
  11	1	4.0	-3	8	-1.2	-14	-0.037	3	-9	1874
COc1ccc(NC(=O)N2CCCC2C(=O)NCc2ccc(F)cc2)cc1 (stereo not drawn)
  2	10	2.6	5	5	0.6	4	.	1	.	1523
COc1cc2[nH]c(=S)n(Cc3ccc(C)o3)c(=O)c2cc1OC
  16	9	1.6	-1	9	0.8	-4	.	9	.	1390
CCCCCc1ccc(-c2ccc(/C=C/C(=O)O)cc2)nc1
  1	3	4.5	0	4	0.2	47	-0.073	2	-2	1711
Cc1c(Cl)cccc1NC(=S)Nn1cnnc1
  -1	0	2.3	-4	4	-1.9	-15	-0.22	-5	-3	1779
Cc1ccc(NC(=O)C2C3/C=C\CCCCC32)cc1 (stereo not drawn)
  -1	2	3.1	-3	2	0.4	-3	.	12	11	1544
Cc1ccccc1OCCCCCn1ccnc1
  0	0	-0.3	-1	1	0.4	100*	.	9	-32	1424
COc1cccc(-c2nc(CS(=O)CC(=O)NCc3ccccc3Cl)c(C)o2)c1 (stereo not drawn)
  3	-3	5.6	-4	-6	-0.7	-6	.	-9	-2	1511
CC(C)[C@H](NC(=O)c1ccccc1)C(=O)OCC(=O)/C=C1/N(C)c2ccccc2C1(C)C
  -2	2	1.3	1	1	-0.1	25	-0.71	14	-4	1485
COCc1cc(C)nc(N/N=C/c2ccc(-c3cc(C(=O)O)ccc3Cl)o2)c1C#N
  8	-5	0.0	-2	3	-0.7	-5	-1.6	-3	-4	1517
Clc1ccc(Cc2nn3c(Cn4nnc5ccccc54)nnc3s2)cc1
  4	5	4.8	-3	-3	0.1	5	.	-6	-6	1556
Cc1cc(C)nc(NC(=NCCc2c[nH]c3ccccc23)NC(=O)Nc2ccccc2)n1
  1	4	2.3	-1	3	2.6	73*	.	5	-8	1566
O=C(CSc1nc2ccc(Nc3nc(N4CCOCC4)nc(N4CCOCC4)n3)cc2s1)N1CCOCC1
  -1	7	2.4	-2	6	-0.3	2	0.0042	11	-1	1677
COC(=O)CNC(c1ccccc1Cl)c1cc(Br)ccc1NS(=O)(=O)c1ccc(C)cc1 (stereo not drawn)
  12	5	8.1	0	1	-0.2	0	0.48	4	-13	1457
COc1ccc(Cl)cc1N(CC(=O)Nc1ccccc1C(=O)NCc1ccco1)S(C)(=O)=O
  1	6	1.2	0	-3	1.6	83*	.	3	3	1574
COC(=O)c1[nH]c2ccc(C)cc2c1NC(=O)CN1CCN(c2ccccc2)CC1
  -1	5	-0.8	-4	-4	2.6	-2	.	0	-20	1536
O=C1Nc2ccccc2C1(c1ccccc1)c1ccccc1
  7	-2	2.5	7	3	-1.1	4	.	14	.	1576
O=C(COCCOCC(=O)N(c1ccccn1)C1CCCCC1)N(c1ccccn1)C1CCCCC1
  2	5	0.7	5	6	-0.1	-5	-1.8	9	.	1480
O=C(Nc1nnc(CCS(=O)(=O)c2ccc(Br)cc2)s1)c1ccc([N+](=O)[O-])cc1
  -2	4	0.7	-3	-4	-2.8	-7	0.63	5	.	1462
Cc1cc(C)c(NC(=O)C2C3/C=C\CCCCC32)c(C)c1 (stereo not drawn)
  3	11	1.2	-2	-2	-3.9	17	-0.48	3	.	1615
Cc1ccc(C(=O)C2CCOC(C)(C)C2)cc1 (stereo not drawn)
  4	6	-0.9	-4	6	-1.1	-2	0.74	-16	-20	1568
O=C1CCC/C1=C/Nc1ccc2c(c1)OCO2
  -6	0	2.0	-4	-3	-2.8	2	-0.047	20	.	1314
O=C(Oc1ccc(=O)n(-c2ccccc2)n1)c1ccccc1
  7	3	-1.0	-3	-1	16	-9	.	-5	.	1635

Additional structures follow:
The line under a structure holds: PPARg SRC-1 ag	PPARg SRC3 recr	RAM inhibit	HMGR II inh	PPARg SRC2 recr	Redox H2O2 prof	L major viab	ROMK primary	bIAP inh	S1P3 antagonist	SRC2 TRFRET art
CC1=CC(C)(C)N(C(=O)CSc2nnc(N)s2)c2ccccc21
  12	4	3.3	-6	-4	-0.3	50	1	-6	-6	1695
CSCCCNC(=S)N(C)CC(=O)Nc1ccc(C)cc1
  6	4	2.9	-9	7	-2.1	2	0.48	4	4	1669
COc1ccc(S(=O)(=O)N2CCCC(C(=O)Nc3ccc4c(c3)OCCO4)C2)cc1 (stereo not drawn)
  2	6	0.3	1	5	-0.3	2	-1.7	7	.	1586
COC(=O)c1sccc1-c1ccc(C(=O)Nc2cccnc2)o1
  -7	6	1.6	-15	6	-9.2	42	.	9	.	1696
Cc1nn(CCOc2ccccc2)c(=O)n1-c1ccc(Cl)cc1
  7	5	2.5	-6	12	-2.1	-8	-0.51	-5	-3	1757
